Assay outcomes (PubChem)
Keap1 Nrf2 FP: disrupts human Keap1 binding to Nrf2 peptide; Q14145; 0.15% of 340,000 active; inhibition, % at 9.4 µM; Keap1 Kelch-Nrf2 peptide fluorescence polarization, 1536-well; in the data active = inhibition above about 12%;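 also: human Keap1 Kelch domain with fluorescein labeled Nrf2 9mer peptide probe; 0% = neutral control wells and 100% = peptide positive control; higher means more block of Keap1 binding to Nrf2 peptide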
MOR-DOR ag: OPRM1-OPRD1 heterodimerization agonism | cells, luminescence | AID 504326 | 0.3% of 340,000 active | activation, % at 9.3 µM; in the data active = activation above about 18%;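 also: 0% = vehicle-treated cells and 100% = reference agonist; values of inactives mirror those of a sister screen read the other way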
Target sequence (P35372 whole entry, looked up): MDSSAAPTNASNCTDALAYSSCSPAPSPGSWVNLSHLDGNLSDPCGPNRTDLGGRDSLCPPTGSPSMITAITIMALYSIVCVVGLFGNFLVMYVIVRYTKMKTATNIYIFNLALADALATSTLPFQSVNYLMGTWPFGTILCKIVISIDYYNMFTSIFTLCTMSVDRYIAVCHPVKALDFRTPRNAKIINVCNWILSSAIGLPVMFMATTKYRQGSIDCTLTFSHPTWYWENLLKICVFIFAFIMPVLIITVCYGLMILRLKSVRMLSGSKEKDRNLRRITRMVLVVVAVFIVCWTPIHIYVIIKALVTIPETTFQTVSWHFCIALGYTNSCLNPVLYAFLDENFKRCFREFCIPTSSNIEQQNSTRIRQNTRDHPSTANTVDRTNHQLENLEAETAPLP
Target sequence (P41143 whole entry, looked up): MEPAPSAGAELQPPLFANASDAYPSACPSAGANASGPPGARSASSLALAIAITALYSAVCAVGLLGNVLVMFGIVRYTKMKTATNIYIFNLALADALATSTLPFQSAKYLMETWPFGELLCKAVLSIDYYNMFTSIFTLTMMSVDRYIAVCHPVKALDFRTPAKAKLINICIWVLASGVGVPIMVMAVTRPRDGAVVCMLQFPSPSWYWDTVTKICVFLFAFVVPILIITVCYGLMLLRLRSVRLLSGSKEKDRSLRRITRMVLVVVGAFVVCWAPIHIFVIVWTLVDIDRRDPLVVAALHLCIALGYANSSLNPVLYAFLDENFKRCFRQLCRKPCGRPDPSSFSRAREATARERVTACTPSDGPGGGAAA
V-ATPase pHluor: yeast V-ATPase proton transport regulation by pHLuorin | response, % at 10 µM | 0.37% of 350,000 active | S. cerevisiae, pHLuorin cytosolic pH fluorescence; in the data active = response mostly above about 7.3%, no sharp cut-off; inactive = mostly below about 5.4%; also: actives read high; inactives centre near 0; some compounds called inactive have numbers as strong as hits; reference of the scale not given here
RTF Ca sens inh: cardiac RTF calcium desensitization. P19429+P45379. IANBD-labeled cardiac RTF, Ca2+ fluorescence. inhibition, % at 7.15 µM. 0.12% of 340,000 active. AID 493244;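 active = inhibition above the mean inhibition of all tested compounds plus 3 SD, cut at about 17% in these data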;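 also: assay run at fixed EC70 calcium of 1.6 mM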
Wnt bcat act: activates Wnt/beta-catenin signaling in a reporter cell assay. activator, plate reader. activation, % at 9.35 µM. 1.2% of 300,000 active. AID 743398; in the data active = activation above about 30%, passing the limit was not always enough;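 also: 0% = neutral control wells and 100% = positive control wells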
cardiac RTF act: increases calcium sensitivity of human cardiac regulated thin filaments; P19429+P45379; IANBD-labeled TnC RTF fluorescence at EC20 calcium; 0% EC20 calcium, 100% full calcium; activation, % at 7.2 µM; 0.24% of 340,000 active;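 active = activation above the mean over all tested compounds plus 3 SD, cut at about 30% in these data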;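 also: rise in fluorescence read as greater calcium sensitivity of cardiac thin filaments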
Pemphigus Ab inh: inhibitors of pemphigus antibody binding to human desmoglein-3 | AID 588358 | binding (percent of control), % at 10 µM | DSG3-coupled beads, scFv-anti-DSG3-GFP binding, flow cytometry; hits give low values | 0.48% of 310,000 active | P32926;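 active = binding more than 3 SD below its plate's average and above zero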;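 also: hits lower antibody fragment binding to DSG3; some compounds called inactive have numbers as strong as hits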
Arr AP2 block: inhibitors of human beta-arrestin and AP2 interaction; 0.31% of 340,000 active; inhibition, % at 10 µM; FITC-arrestin peptide / GST-AP2 beads, flow cytometry; AP2 beta2 appendage carries R879A mutation;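 active = inhibition above a set limit, near 3 SD of compounds lacking own fluorescence, cut at about 54% in these data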;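 also: plate controls were DMSO wells for no effect and 5 µM unlabelled arrestin peptide for full effect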
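Material – AP2 appendage R879A on GSH beads · Buffer or medium – PBS with 0.05% Tween 20 and 0.1% BSA · Probe or stimulus – fluorescein-tagged arrestin peptide at 50 nM final · Incubation – compound with beads 12 min RT, then probe 1 h RT · Detection – high-throughput flow cytometry of beads, ex 488, em 535 nm · Evaluation – percent response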
LANA DNA inh: inhibitors of KSHV LANA C-terminal domain DNA binding; MBP-C-LANA/FAM-LBS DNA binding, fluorescence polarization; AID 504423; 0.078% of 340,000 active; inhibition, % at 9 µM;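 active = highest replicate inhibition at or above 60% at 9 µM, even if other replicates fall short; inactive = all replicates below 60% inhibition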;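 also: 0% = neutral control wells and 100% = 4 µM acridine orange control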
MOR-DOR inv ag: inverse agonists of human mu-delta opioid receptor heterodimerization; inhibition, % at 9.3 µM; 0.21% of 340,000 active; P35372+P41143; cell-based MOR-DOR heterodimer luminescence, inverse agonism; in the data active = inhibition above about 22%, passing the limit was not always enough;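 also: 0% = cells with DMSO and 100% = wells without cells with DMSO; values of inactives mirror those of a sister screen read the other way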
Active calls of the source: *; nt = not tested or not shown.

SMILES	Keap1 Nrf2 FP	MOR-DOR ag	V-ATPase pHluor	RTF Ca sens inh	Wnt bcat act	cardiac RTF act	Pemphigus Ab inh	Arr AP2 block	LANA DNA inh	MOR-DOR inv ag
COC(=O)C1=C(C)NC(C)=C(C(=O)OC)C1c1ccc(OC(=O)c2ccco2)cc1	-9.3	-1.1	-7.3	-1.8	nt	4.7	114.7	3.1	0.7	6.1
C=C(C)C1CCC2(C(=O)O)CCC3(C)C(CCC4C5(C)C(C=O)C(O)C(C)(C)C5CCC43C)C12 (centres undefined)	-5.5	0.3	-0.3	-6.5	-1.4	-1.7	nt	-8.3	1.6	-1.6
Cc1ccc(S(=O)(=O)N(C)c2ccc(OCC(=O)NC3=NCCS3)cc2)cc1	-5.8	-1.4	-1.3	13.6	-0.7	0.0	102.3	3.6	0.5	7.1
Cc1ccc(-n2nnnc2SC(C)C(=O)Nc2ccccc2-c2ccccc2)cc1 (centres undefined)	5.2	-2.5	-1.9	-5.9	-1.0	1.7	98.0	-12.9	0.1	12.4
O=C(c1cc(-c2cccs2)on1)N1CCCCC1	-2.6	-3.7	0.7	1.4	nt	-3.1	100.2	-4.6	0.0	19.2
Cc1ccc(N(C)C(=O)N2CCN(c3ccccn3)CC2)cc1	0.5	-2.4	1.2	2.4	-0.1	-0.1	nt	-0.8	2.4	12.8
Cc1c(CCOC(=O)c2cccc([N+](=O)[O-])c2)sc[n+]1CC(=O)c1ccccc1	-5.7	-3.6	-0.4	-23.2	1.6	6.7	99.8	20.1	-0.9	16.8
Cc1ccc(N2CCN(S(=O)(=O)c3ccc4c(c3)n(C)c(=O)c(=O)n4C)CC2C)cc1 (centres undefined)	2.9	-2.1	3.6	-3.7	nt	-0.8	111.1	-6.2	-1.8	11.2
COc1ccc(Cl)cc1NC(=O)CN(C)C(=O)CCNC(=O)c1ccccc1OC	-6.3	-2.4	0.2	5.9	-5.2	0.9	104.9	0.6	3.2	9.4
CCOc1cc2c(cc1OCC)C(C(=O)O)C(c1ccc(OC)c(O)c1)N(C)C2=O (centres undefined)	4.3	-2.5	-1.2	-2.4	-0.6	-5.9	101.0	-0.1	1.3	12.9
CCN(CC)C(=O)CC(c1cc(OC)c(OC)c(OC)c1)c1c(OC)cc(OC)c2ccc(=O)oc12 (centres undefined)	-0.9	-1.4	-2.2	3.6	-0.2	-3.5	101.6	25.7	0.1	7.8
COc1ccc(C(=O)N/N=C/c2cn[nH]c2-c2ccc(OC)cc2OC)cc1	-3.4	-2.0	1.2	-13.0	-2.0	0.2	99.2	2.6	0.7	10.7
O=C(c1ccccc1Cl)N1CCN(Cc2ccc3c(c2)OCO3)CC1	-6.0	-1.1	-2.9	-2.0	-0.4	-0.3	114.6	-5.6	2.1	5.3
CCN1CCN(S(=O)(=O)c2cccc([N+](=O)[O-])c2)CC1	0.7	-1.0	-4.6	4.0	nt	0.4	105.6	-6.7	1.2	5.5
O=C(Nc1ccnn1C1CCN(CC(O)CO)CC1)C1CCCC1 (centres undefined)	-4.7	-2.5	4.0	-0.8	7.5	-0.4	98.2	1.8	0.4	14.0
Cc1cc(=O)[nH]c(CN2CCC(c3ccccc3)CC2)n1	-4.2	nt	-1.4	nt	0.0	nt	103.2	-20.5	-0.3	nt
CCCSc1nc(N2CCOCC2)c2c(c1C#N)CCCC2	3.6	0.2	1.6	-20.6	-1.8	-9.3	93.5	4.8	-2.4	-1.4
CCCCN(C)C(=O)c1ccc2c(c1)S(=O)(=O)c1ccccc1C2=O	-1.1	-0.6	-0.5	-4.0	1.7	5.1	124.0	26.2	-2.0	3.6
CCN(CC)c1ccc(/C=N/NC(=O)Cc2nnc(NC(=O)Nc3ccccc3)s2)cc1	-1.2	-0.9	2.2	5.6	-9.1	8.0	85.7	-7.7	-1.9	4.6
CCOC(=O)c1c(NC(=O)c2cc(-c3cccc(O)c3)on2)sc(C(C)=O)c1C	-2.6	-3.6	3.9	-5.0	-3.1	-2.5	90.0	-4.9	0.2	18.6
N#C/C(=C\c1cn(CCOc2ccccc2)c2ccccc12)C(=O)NCc1cccs1	-2.6	0.3	-1.6	-7.0	nt	4.1	103.9	-9.0	0.6	-1.5
CC(C)(C)c1ccc(C2C(C#N)=C(N)Oc3n[nH]c(-c4cccnc4)c32)cc1 (centres undefined)	-0.7	1.2	1.4	-18.0	-1.3	-0.1	14.8*	4.5	0.8	-6.2
Cc1ccc(CNC(=O)c2cnc3ccccc3n2)cc1	-2.1	0.4	6.7	-3.8	11.6	0.1	100.5	26.7	-0.6	-2.4
Cc1c(Cl)cccc1N1C(=O)C(N2C(=O)c3cccc([N+](=O)[O-])c3C2=O)C1c1cccs1 (centres undefined)	2.0	0.7	1.0	-3.6	nt	-10.0	99.9	4.4	-2.1	-4.1
Cc1ccccc1OCCC(=O)Nc1ccccc1C(=O)NC1CC1	0.2	-3.7	5.3	-0.7	7.0	2.7	103.6	27.1	-2.9	19.2
The list continues.
SMILES	Keap1 Nrf2 FP	MOR-DOR ag	V-ATPase pHluor	RTF Ca sens inh	Wnt bcat act	cardiac RTF act	Pemphigus Ab inh	Arr AP2 block	LANA DNA inh	MOR-DOR inv ag
NC(=O)CC1C(=O)N(c2ccc(Cl)cc2)C(=S)N1NC(=O)c1cccc(F)c1 (centres undefined)	1.0	-5.1	-0.8	-11.6	2.3	2.8	96.0	-2.1	0.2	23.2
CN(C)c1ccc(N/C(N)=N/c2nc(C(F)(F)F)cc(C(F)(F)F)n2)cc1	5.3	4.8	-2.1	-4.4	-2.9	1.5	98.6	13.7	1.7	-22.0
Cc1cc(C=C2C(=O)CCCC2=O)c(C)n1-c1ccccc1	-5.9	0.9	-0.5	2.2	nt	16.0	120.2	0.8	2.9	-4.8
O=C(Nc1nnc(SCC(=O)N2CCCC2)s1)C1CC(=O)N(c2ccccc2)C1 (centres undefined)	-2.2	-0.7	1.6	-7.0	-1.0	-4.8	nt	-0.6	-1.0	3.8
CCCC1C(=O)Nc2ccccc2N1C(=O)c1ccc(C(C)(C)C)cc1 (centres undefined)	-9.0	3.4	-5.8	-2.9	-0.7	-6.6	101.4	-1.2	-0.7	-19.1
CCOc1ccccc1OCC(=O)NCc1ccco1	-2.4	-2.4	-5.4	-3.5	-1.5	0.7	100.3	-9.4	-1.2	13.9
CCOC(=O)c1nc(Nc2ccc(C)cc2)c2ccccc2n1	2.6	3.1	3.7	-3.6	nt	-3.8	114.1	4.8	-0.9	-17.5
CC(=O)N1CCN(CC(=O)Nc2cccc(S(=O)(=O)N3CCCCC3)c2)CC1	-7.9	0.5	-2.0	5.3	-0.8	-1.6	98.8	-5.6	-1.0	-2.6
CCCCN(C(=O)CC1CCCC1)c1c(N)n(CCC)c(=O)[nH]c1=O	-4.7	-0.5	1.1	-6.4	-3.4	0.0	104.1	4.6	-0.1	2.1
O=C(Nc1ncn[nH]1)c1ccc(Cl)c(Cl)c1	-0.2	-1.8	0.0	-4.6	-0.5	-4.3	95.5	-0.4	-0.7	11.5
O=[N+]([O-])c1ccc(N2CCN(S(=O)(=O)c3ccc(Cl)cc3)CC2)cc1NCC1CCCO1 (centres undefined)	-0.1	-2.3	-1.7	-1.4	nt	2.0	123.8	16.4	0.4	13.2
CCCNC(=O)c1onc(CSc2ccc(F)cc2)c1C(=O)NCCOC	-3.1	-2.3	4.8	-1.5	1.0	0.6	108.4	5.4	0.4	13.4
CCOC(=O)C1=C(N)OC2=C(C(=O)CCC2)C1c1ccccc1OC (centres undefined)	-0.5	-1.8	1.1	-9.0	-0.1	2.8	105.1	-2.7	-1.3	9.3
Cc1ccsc1C(=O)N1CCCC(CCC(=O)NCc2ccc(F)c(F)c2)C1 (centres undefined)	2.3	-3.3	2.8	-2.7	4.3	-3.9	94.3	1.4	-0.9	16.6
O=C(COc1ccc(C2SCCS2)cc1)Nc1ccc(Cl)cc1	-0.4	0.0	-5.2	0.6	2.6	9.3	109.2	6.0	-2.5	0.1
Cc1nc2cc(NC(=O)Nc3ccc(N4CCOCC4)cc3)ccc2n1C	-0.5	-2.2	-4.9	-4.2	nt	8.0	nt	4.9	0.3	10.3
O=C(CN1CCC(n2nnc3cc(F)ccc32)CC1)Nc1ccc2c(c1)CCC2	-0.8	1.3	1.3	-7.1	-6.4	-2.4	nt	31.3	-0.1	-8.0
Cc1cc(C)cc(NC(=O)CSc2nnc(CN3CCOCC3)n2C)c1	1.1	-1.8	-2.5	-18.8	2.0	0.5	nt	9.2	2.0	9.1
O=C(CN1CCN(c2ccccn2)CC1)Nc1ccc(F)c(F)c1	-2.5	-1.1	-1.8	-7.2	-0.1	-8.3	nt	5.6	-1.0	5.0
Cn1c(/C=C/c2cccc([N+](=O)[O-])c2)c([N+](=O)[O-])c(=O)n(C)c1=O	3.0	-5.7	4.8	2.5	-2.4	-3.5	100.9	1.1	0.1	29.3*
O=C(c1ccc(C(F)(F)F)cc1)N1CCC(=O)N(C(CO)Cc2ccccc2)CC1 (centres undefined)	-4.2	-1.4	6.1	-23.3	0.6	0.0	107.8	-0.9	1.6	7.7

Exported with values under each structure: entries from further up
Values in the order – Keap1 Nrf2 FP	MOR-DOR ag	V-ATPase pHluor	RTF Ca sens inh	Wnt bcat act	cardiac RTF act	Pemphigus Ab inh	Arr AP2 block	LANA DNA inh	MOR-DOR inv ag
> COC(=O)C1=C(C)NC(C)=C(C(=O)OC)C1c1ccc(OC(=O)c2ccco2)cc1
    -9.3	-1.1	-7.3	-1.8	nt	4.7	114.7	3.1	0.7	6.1
> C=C(C)C1CCC2(C(=O)O)CCC3(C)C(CCC4C5(C)C(C=O)C(O)C(C)(C)C5CCC43C)C12 (centres undefined)
    -5.5	0.3	-0.3	-6.5	-1.4	-1.7	nt	-8.3	1.6	-1.6
> Cc1ccc(S(=O)(=O)N(C)c2ccc(OCC(=O)NC3=NCCS3)cc2)cc1
    -5.8	-1.4	-1.3	13.6	-0.7	0.0	102.3	3.6	0.5	7.1
> Cc1ccc(-n2nnnc2SC(C)C(=O)Nc2ccccc2-c2ccccc2)cc1 (centres undefined)
    5.2	-2.5	-1.9	-5.9	-1.0	1.7	98.0	-12.9	0.1	12.4
> O=C(c1cc(-c2cccs2)on1)N1CCCCC1
    -2.6	-3.7	0.7	1.4	nt	-3.1	100.2	-4.6	0.0	19.2
> Cc1ccc(N(C)C(=O)N2CCN(c3ccccn3)CC2)cc1
    0.5	-2.4	1.2	2.4	-0.1	-0.1	nt	-0.8	2.4	12.8
> Cc1c(CCOC(=O)c2cccc([N+](=O)[O-])c2)sc[n+]1CC(=O)c1ccccc1
    -5.7	-3.6	-0.4	-23.2	1.6	6.7	99.8	20.1	-0.9	16.8
> Cc1ccc(N2CCN(S(=O)(=O)c3ccc4c(c3)n(C)c(=O)c(=O)n4C)CC2C)cc1 (centres undefined)
    2.9	-2.1	3.6	-3.7	nt	-0.8	111.1	-6.2	-1.8	11.2
